# ROC1-CUL1 inh: inhibitors of human ROC1-CUL1 ubiquitin ligase activity. inhibition, % at 10 µM. E3 ubiquitin-protein ligase RBX1 (Homo sapiens) + Cullin-1 (Homo sapiens), P62877+Q13616. in vitro K48 di-Ub FRET, acceptor:donor ratio, 45 min. hit rate 0.6% among 140,000; in the data active means inhibition above about 25%
# Target sequence (P62877 whole entry, looked up): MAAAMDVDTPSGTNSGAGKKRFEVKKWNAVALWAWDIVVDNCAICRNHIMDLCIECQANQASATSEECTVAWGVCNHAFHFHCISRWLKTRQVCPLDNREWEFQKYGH
# Target sequence (Q13616 whole entry, looked up): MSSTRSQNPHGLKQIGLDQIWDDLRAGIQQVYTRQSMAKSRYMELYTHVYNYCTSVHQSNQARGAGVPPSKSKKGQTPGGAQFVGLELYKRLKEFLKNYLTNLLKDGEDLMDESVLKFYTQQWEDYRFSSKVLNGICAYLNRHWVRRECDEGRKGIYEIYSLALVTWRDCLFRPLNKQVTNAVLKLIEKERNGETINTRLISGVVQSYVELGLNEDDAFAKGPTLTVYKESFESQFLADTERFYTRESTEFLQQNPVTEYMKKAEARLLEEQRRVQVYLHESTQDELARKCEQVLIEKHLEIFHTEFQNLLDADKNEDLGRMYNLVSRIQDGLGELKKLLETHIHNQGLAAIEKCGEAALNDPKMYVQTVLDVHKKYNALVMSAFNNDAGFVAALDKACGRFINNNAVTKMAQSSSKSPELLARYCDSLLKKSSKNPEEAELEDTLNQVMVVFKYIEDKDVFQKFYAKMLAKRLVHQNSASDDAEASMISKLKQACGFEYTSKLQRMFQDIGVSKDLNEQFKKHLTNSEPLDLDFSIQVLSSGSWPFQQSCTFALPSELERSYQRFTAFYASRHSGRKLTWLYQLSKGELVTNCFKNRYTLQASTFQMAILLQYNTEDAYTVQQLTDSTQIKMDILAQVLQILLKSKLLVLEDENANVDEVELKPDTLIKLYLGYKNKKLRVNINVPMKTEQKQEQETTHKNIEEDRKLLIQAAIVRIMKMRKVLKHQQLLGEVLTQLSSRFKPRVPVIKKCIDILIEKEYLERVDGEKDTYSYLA
# Numbers without * were called inactive; & = joins results of further samples.
SMILES,ROC1-CUL1 inh
O=C(CCCCn1c(=O)c2ccccc2n(Cc2ccccc2Cl)c1=O)NCCc1ccccc1,4
O=C1N(CCc2ccccc2)CCCC12CCN(Cc1cccnc1)C2 (configuration not stated),-1
O=C(NCc1ccon1)Nc1nnc(CCN2CCOCC2)s1,17
C=CCN1C(=O)C(CC(=O)Nc2cccc(Cl)c2Cl)SC1=Nc1cccc(C(C)=O)c1 (configuration not stated),-5
Cc1cc(C)c(C2SCCS2)c(C)c1,2
O=C(NCc1cccnc1)c1cc(-c2ccccc2Cl)on1,-2
COc1ccc(S(=O)(=O)C2C(=O)Nc3cc(C(=O)Nc4ccccc4)ccc3C2=O)cc1 (configuration not stated),-3
Cc1ccccc1NC(=O)C12CCC(C)(c3nc4ccccc4nc31)C2(C)C (configuration not stated),-6
Cc1cc(C)c(NC(=O)CSc2nc3nc(C)cc(C)n3n2)c(C)c1,-5
Cc1cccc(N(CC(=O)NCCc2ccccc2)S(=O)(=O)c2ccccc2)c1C,-6
CCOC(=O)c1cnc(SC)nc1Sc1ccc(Cl)cc1,5
CCOc1ccc(NC(=O)Cn2c(O)c(C=C3C(C)=Nc4ccccc43)sc2=O)cc1,6
CCOC(=O)N1CC=C2C(C#N)C(=N)C(C#N)(C#N)[C@H](c3cc(Br)ccc3OC)[C@H]2C1 (some centres not stated),3
Cc1ccc(C(=O)OCC2OC(N3NNc4ccccc43)C(OC(=O)c3ccc(C)cc3)C2OC(=O)c2ccc(C)cc2)cc1 (configuration not stated),-8
COCc1cccc(NC(=O)c2ccccc2OC)c1,5

# The closing seven entries of the section above come first, to join the parts.
SMILES,ROC1-CUL1 inh
Cc1cc(C)c(NC(=O)CSc2nc3nc(C)cc(C)n3n2)c(C)c1,-5
Cc1cccc(N(CC(=O)NCCc2ccccc2)S(=O)(=O)c2ccccc2)c1C,-6
CCOC(=O)c1cnc(SC)nc1Sc1ccc(Cl)cc1,5
CCOc1ccc(NC(=O)Cn2c(O)c(C=C3C(C)=Nc4ccccc43)sc2=O)cc1,6
CCOC(=O)N1CC=C2C(C#N)C(=N)C(C#N)(C#N)[C@H](c3cc(Br)ccc3OC)[C@H]2C1 (some centres not stated),3
Cc1ccc(C(=O)OCC2OC(N3NNc4ccccc43)C(OC(=O)c3ccc(C)cc3)C2OC(=O)c2ccc(C)cc2)cc1 (configuration not stated),-8
COCc1cccc(NC(=O)c2ccccc2OC)c1,5
CC(=O)Nc1sc2c(c1C(=O)OC(C)C)CCC(C)C2 (configuration not stated),-5
O=C1N(Cc2cccnc2)C[C@@H]2C[C@@H](c3ccc4c(c3)OCCO4)N3CCC[C@@]123,3
CC1(C)CC(CCC(=O)Nc2ccc(S(N)(=O)=O)cc2)C(=O)O1 (configuration not stated),13
COc1ccc(OCc2ccc(-c3nc(C#N)c(NC(C)c4ccccc4)o3)o2)cc1 (configuration not stated),6
O=C1N=C2CC(c3ccccc3)CC(=O)C2C=C1C(=O)Nc1cccc(F)c1 (configuration not stated),8
Cc1cc(C)c([N+](=O)[O-])cc1-c1ccc(C2Nc3ccc4ccccc4c3C3=C2C(=O)CC(C)(C)C3)o1 (configuration not stated),2
CC(C)C12CN3CC(C(C)C)(CN(C1)C3c1ccc(Cl)cc1)C2=O (configuration not stated),0&1
CCOc1ccc(NC(=O)CSCc2c(C)c(C)c(C)c(C)c2C)cc1,3
O=C(O)/C=C/C(=O)N1CCc2ccccc2C1,-6
Cc1ccc(N2C(=O)CSC23C(=O)Nc2ccccc23)cc1F (configuration not stated),2
Nc1ccc(/C=C/c2ccc(Nc3nc(Nc4ccccc4)nc(N4CCOCC4)n3)cc2S(=O)(=O)O)c(S(=O)(=O)O)c1,37*
Cn1cc(C(=O)NCc2ccccc2)c(=O)c2cc(S(=O)(=O)N3CCOCC3)ccc21,5
COc1ccc(C2c3c(n[nH]c3-c3cccs3)OC(=N)C2C#N)cc1Br (configuration not stated),-2
COc1cc(NC(=O)C2CCN(S(=O)(=O)c3ccc4c(c3)CCCC(=O)N4)CC2)cc(OC)c1,1
COc1ccc(CNC(=O)c2cccnc2)cc1,7
Cn1c(O)c(C=C2C=Nc3ccc(Br)cc32)sc1=Nc1ccc(N2CCOCC2)cc1,1
CN1C(C(=O)Nc2ccc(F)cc2F)=CC(c2ccc3c(c2)OCO3)=NS1(=O)=O,-7
COc1ccc(/C=N/N=C2\NC(=O)C(C)(C)S2)cc1OC,1
CCOC(=O)c1ccccc1NC(=O)c1ccc(Cl)cc1,1
COc1ccc(CC2(CO)CCN(Cc3cnc(SC)nc3)CC2)cc1,-1
COC(=O)CN1C(=O)C(O)(c2c(C)[nH]c3ccccc23)c2ccccc21 (configuration not stated),-6
Cc1cc(-c2ccc(N=Cc3c[nH]c4ccccc34)c(C)c2)ccc1N=Cc1c[nH]c2ccccc12,3
CN1CCN(CCn2c(-c3ccc(Br)cc3)cn3c4ccccc4nc23)CC1,4
Cc1cc(C(F)(F)F)nn1C(=O)C1(C)CC1(Br)Br (configuration not stated),5
Cc1ccc(C(C)NC(=O)C2C3CCC(C3)C2C(=O)O)cc1C (configuration not stated),-6
COc1ccc(Nc2nc3ccccc3o2)cc1,3
O=C(N/N=C/c1cc(Cl)cc(Cl)c1O)c1ccc(Br)cc1,-7
Cc1nnc(SCC(=O)N2CCCC2)n1-c1ccc(F)cc1,-6
COc1ccccc1N(CC(=O)Nc1ccccc1C(F)(F)F)S(=O)(=O)c1ccc(C)cc1,10
CC(C)(C)NC(=O)c1oc2ccccc2c1NC(=O)c1ccc(F)cc1,-1
CCc1ccc(CN2CCCC2C(=O)Nc2ccc(-n3ccnc3C)cc2)o1 (configuration not stated),1
C=CCN1C(=O)NC(=O)/C(=C/c2ccc(OC)c(OC)c2OC)C1=O,10
O=C(Nc1ccc(F)cc1Cl)NC1(C(F)(F)F)Oc2ccccc2O1,3
COC(=O)c1ccc(C(=O)N2CCC(c3nc(-c4cccnc4)ncc3-c3ccccc3C)CC2)cc1,8
CCN(CC)CC(=O)Nc1nnc(-c2ccco2)s1,-10
CCOc1ccc(NC(=O)Cn2cc(C(=O)c3ccc(C)cc3)c(=O)c3cc4c(cc32)OCCO4)cc1,-7
CCOC(=O)c1cc(C)n(CC2CCC(C(=O)Nc3cccc(Cl)c3)CC2)c1C (configuration not stated),1
C#CCN(CC=C)C(=O)c1cn(Cc2ccccc2C)nn1,14
Cn1cc(S(=O)(=O)N2CCCCCC2)cc1C(=O)NCc1ccc(Cl)cc1,-5
CCCSc1ncc(Cl)c(C(=O)Nc2nc3ccc(C)cc3s2)n1,-9
COc1ccccc1-c1cnnc(N/N=C/c2ccc(-c3cccc(Br)c3)o2)n1,1
CNC(=O)N1CCN(Cc2ccc3c(c2)OCO3)CC1,5
CNC(=O)Cc1nsc2ccccc12,-1
CC(=O)N1CCN(S(=O)(=O)c2ccc(C(=O)NC3CCCC3)cc2)CC1,4
CC1=CC2=NC(C)C(=NC(=O)c3cccc([N+](=O)[O-])c3C)C(=O)N2C=C1 (configuration not stated),-8
CC(C)(C)c1ccc(C(=O)NCCN2CCCC2)cc1,8
CCOC(=O)c1noc2ncn(CC(=O)Nc3cc(Cl)ccc3OC)c(=O)c12,1
COc1ccc(NC(=O)c2oc3ccccc3c2NC(=O)c2cc(=O)c3ccccc3o2)cc1,-1
Cc1nc(SCC(=O)Nc2ccc3ccccc3c2)c2c3c(sc2n1)CCCC3,0
CC(C)NC(=O)C12CCC(C)(c3nc4cc(Cl)c(Cl)cc4nc31)C2(C)C (configuration not stated),0
Cc1n[nH]c(C)c1Nc1ncc(CN2CCN(c3ccccn3)CC2)s1,1
O=C1C2C3C=CC(C4CC34)C2C(=O)N1CCO (configuration not stated),9
CCSc1nc2ccccc2n1C(=O)Oc1ccccc1,3
c1ccc(-c2nnc(-c3ccccc3)c(N3CCCCC3)n2)cc1,-12
CCn1nc(C)cc1C(=O)N1CCC(C2CCN(CC(C)C)CC2)C1 (configuration not stated),9
Cc1nc(N2CCC(C(=O)NC(Cn3ccnc3)c3ccccc3)CC2)nc2ccc(C(C)C)cc12 (configuration not stated),6
COc1ccc(OC(=O)c2ccc(-c3cccc([N+](=O)[O-])c3)o2)cc1,-2
CCOc1cc(/C=C2\SC(=Nc3ccc(C(=O)O)cc3)N(C)C2=O)ccc1O,18
Cc1ccccc1N1CCN(C(=O)CN2CCCC2=O)CC1,-8
CCc1ccc(OCc2nc(-c3ccc(OC)cc3)no2)c(Br)c1,-11

# Later entries:
SMILES,ROC1-CUL1 inh
O=C(NCC1CCOCC1)c1ccccc1OC1CCN(Cc2ccccn2)CC1,-12
CCN(CC)S(=O)(=O)c1ccc(NC(=O)COc2ccc(OC)cc2)cc1,-1
CN(C)c1ccc(CNc2nc(-c3ccco3)nn2S(C)(=O)=O)cc1,4
COc1ccc(Nc2c3c(nc4nncn24)CCC3)cc1OC,-3
CCOc1ccc(-n2nc3ccc(NC(=O)c4cc(OC)cc(OC)c4)cc3n2)cc1,7
NC(=O)C1CCN(S(=O)(=O)c2ccc(Cl)c(Cl)c2)CC1,-6
C=C1C(C)(C)[C@H]2CC[C@]1(C(=O)N1CCC(Cn3cc(CO)nn3)CC1)C2,4
CCOc1ccc(NC(=O)C(NS(=O)(=O)c2cccc3nsnc23)c2ccccc2)cc1 (configuration not stated),-2
O=C(CC1=CCCCC1)NC1CCCc2nc(-c3cccnc3)ncc21 (configuration not stated),-7
O=C(N/N=C/c1ccco1)C1CC1c1ccccc1 (configuration not stated),-7
Cc1ccc(C)c(Cn2c(C(C)NC(=O)c3ccc(F)cc3)nc3ccccc32)c1 (configuration not stated),0
COc1cc(CC2(CCC(=O)NCC(c3ccccc3)c3ccccc3)CCC(=O)N2)ccc1F (configuration not stated),0
Cc1cccnc1CCNc1nncc(-c2cccc3ccccc23)n1,4
CC(C)c1cc(C(=O)NC2CC(=O)N(Cc3cccc(F)c3)C2)nc(N)n1 (configuration not stated),0
Cc1cccc(C)c1OCC(=O)NC(Cc1c[nH]c2ccccc12)C(=O)O (configuration not stated),-1
Cc1nnc(NC(=O)CCSCCC(=O)Nc2nnc(C)s2)s1,1
Cc1cccc(N2C(=O)NC(=O)C(C=Nc3ccc(C)c(Cl)c3)C2=O)c1 (configuration not stated),-5
O=C(Nc1cccc(NC(=O)c2ccccc2Cl)c1)c1cccc(Br)c1,4
COc1ccc(OCCNc2cc(N3CCOCC3)ccc2[N+](=O)[O-])cc1,0
O=C(NC(=S)Nc1cccnc1)c1cncc(Br)c1,2
CC(C)C(=O)N1CCN(c2ccc(NC(=O)c3ccco3)cc2Cl)CC1,-2
COc1ccc(-c2cc3nnc4c5ccccc5ccc4n3n2)cc1,10
COc1ccccc1C1C(C#N)C(C)=NC2C3CCCCC3S(=O)(=O)C21 (configuration not stated),16
O=C(CC1C(=O)N(c2ccccc2)C(=S)N1c1ccccc1)c1ccc(Cl)cc1 (configuration not stated),-6
COC(=O)/C(C#N)=N\Nc1ccccc1F,0
Cc1cccc(CN2CCC(N3CCC(C(=O)N4CCCCC4C)CC3)CC2)n1 (configuration not stated),0
CC(C)C1Cc2c(sc3nc(SCC(=O)NCc4ccco4)n(CCc4ccccc4)c(=O)c23)CO1 (configuration not stated),5
Cc1cccc(-c2nc(C)c(CCNC(=O)C(=O)Nc3cccc(Cl)c3C)s2)c1,2
COc1ccc(-c2nc(C)c(CCNC(=O)C(=O)Nc3cccc(F)c3)s2)cc1OC,-4
CC(=O)N1CCN(c2c(Cl)cccc2NC(=O)c2ccco2)CC1,10

# The list goes on (four carried over from the part before).
SMILES,ROC1-CUL1 inh
CC(C)C1Cc2c(sc3nc(SCC(=O)NCc4ccco4)n(CCc4ccccc4)c(=O)c23)CO1 (configuration not stated),5
Cc1cccc(-c2nc(C)c(CCNC(=O)C(=O)Nc3cccc(Cl)c3C)s2)c1,2
COc1ccc(-c2nc(C)c(CCNC(=O)C(=O)Nc3cccc(F)c3)s2)cc1OC,-4
CC(=O)N1CCN(c2c(Cl)cccc2NC(=O)c2ccco2)CC1,10
CC(C)(C)C1(C)OC(CO)C(CO)O1 (configuration not stated),-6
COc1ccccc1CNC(=O)C(=O)NCC(c1cccnc1)N1CCN(c2ccc(F)cc2)CC1 (configuration not stated),-5
CCOc1ccccc1NC(=O)CSc1ncc(S(=O)(=O)c2ccc(C(C)(C)C)cc2)c(=O)[nH]1,-10
CCOc1cc(Br)cc(/C=N/NC(=O)c2cccnc2)c1O,2
COc1ccc(OCc2nc(C(=O)N3C[C@]4(C)C[C@H]3CC(C)(C)C4)co2)cc1,10
CCOc1ccccc1NC(=O)c1sc(C)nc1C,-1
Cc1oc(-c2ccc(Cl)cc2)nc1Cn1c(=O)cc(C)c2c(C)nn(-c3ccccc3)c21,8
CC(C)Cc1ccc(-c2[nH]nc3c2C(c2cc(Cl)ccc2OC(=O)N2CCOCC2)C(C#N)C(=N)O3)cc1 (configuration not stated),2
N#Cc1cn(OCc2ccccc2)c(=O)[nH]c1=O,0
Cc1ccc(-n2nc(CO)c(C(=O)NCCCCc3ccccc3)n2)cc1,-9
COCCn1c(C)cc(C(=O)CSc2nnc3ccc4ccccc4n23)c1C,4
Cc1cccc(CNC(=O)c2ccc3nc(-c4ccccc4)c(-c4ccccc4)nc3c2)c1,-1
CC1(CO)SC2=NCN(c3ccccc3)CN2C1=O (configuration not stated),-3
CCNC(=O)CCSc1nc2cc(Cl)ccc2o1,-2
CSc1ccc(Cl)c(C(=O)O/N=C2/c3ccccc3-c3ncccc32)c1,-8
COC(=O)c1c(-c2ccc(Cl)cc2)noc1N1CCN(c2ccc(C(C)=O)cc2)CC1,3
COc1ccc(C(=O)Nc2nc3nc(C)c(Cc4ccccc4)c(=O)n3[nH]2)cc1OC,1
CC1CCN(CC(O)COC2CCCCC2)CC1 (configuration not stated),-6

# Assay outcomes deposited in PubChem by Icahn School of Medicine at Mount Sinai.

# A portion of the library. The share of hits here may be higher or lower than overall.
